Assay outcomes from PubChem.
HT1080 EIF4E-luc2 – eIF4E expression suppression, luciferase knock-in reporter – cell-based, HT1080, primary screen (AID 1224817); actives 1% (n = 2,000); HT1080 EIF4E-luc2 knock-in reporter, luciferase, 16 h; stronger effect = lower value; log2 luciferase activity ratio at 2.5 µM;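 active = log2 luciferase ratio at or below -0.5849, meaning signal at two thirds of solvent-only control or lower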;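 note: luciferase reports endogenous eIF4E expression since it is co-expressed from the native EIF4E locus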
* hit, by the source's call. Only part of the results is shown; the hit share may differ from the screen's.

#1 O=C(O)C(C1NCCS1)N1C(=O)c2ccccc2C1=O (configuration not stated)
  HT1080 EIF4E-luc2: -0.33

#2 COc1ccc2nccc(SCC(=O)O)c2c1
  HT1080 EIF4E-luc2: 0.42

#3 O=C1C=C(NCCc2cc(Br)c(O)c(Br)c2)C(=O)c2ncccc21
  HT1080 EIF4E-luc2: 0.78

#4 Cn1cnc([N+](=O)[O-])c1Sc1nc(N)nc2c1ncn2C1CC(O)C(CO)O1 (configuration not stated)
  HT1080 EIF4E-luc2: -0.65*

#5 O=C(O)c1cccc(CN2CCCCC2)c1
  HT1080 EIF4E-luc2: 0.0092

#6 CCC(=O)OCN1C(=O)C=CC1=O
  HT1080 EIF4E-luc2: -0.2

#7 CC(C)=CCNc1ncnc2c1c(C#N)cn2C1OC(CO)C(O)C1O (configuration not stated)
  HT1080 EIF4E-luc2: -0.13

#8 NC(N)=NC(N)=Nc1ccc(S(=O)(=O)O)cc1
  HT1080 EIF4E-luc2: -0.22

#9 CC(=O)Nc1ccc2c(c1)/C(=C\c1ccc([N+](C)(C)C)cc1)c1ccccc1-2
  HT1080 EIF4E-luc2: 0.19

#10 CC(C)NC1(C(N)=O)CCN(Cc2ccccc2)CC1
  HT1080 EIF4E-luc2: 0.45

#11 O=C(O)C(=Cc1ccc(-c2ccccc2)cc1)C(=O)O
  HT1080 EIF4E-luc2: -0.25

#12 O=C(O)Cc1cccc2c(=O)cc(-c3ccccc3)oc12
  HT1080 EIF4E-luc2: 0.37

#13 O=C(O)/C(Cc1cn[nH]n1)=N\O
  HT1080 EIF4E-luc2: -0.0087

#14 Nc1nc(-c2cccnc2)cc(-c2cc(-c3cccnc3)nc(N)n2)n1
  HT1080 EIF4E-luc2: 0.082

#15 COc1ccc(CSC2=C(C#N)C(=O)NC3(CCCCC3)S2)cc1
  HT1080 EIF4E-luc2: -0.059

#16 O=C(O)c1c(-c2nccc3ccccc23)[nH]c(-c2ccccc2)c1S(=O)(=O)O
  HT1080 EIF4E-luc2: 0.097

#17 CO[C@H]1C=CO[C@@]2(C)Oc3c(C)c(O)c4c(O)c(c(CN5CCN(C)CC5)c(O)c4c3C2=O)NC(=O)/C(C)=C\C=C[C@H](C)[C@H](O)C(C)[C@@H](O)C(C)[C@H](OC(C)=O)[C@@H]1C (some centres not stated)
  HT1080 EIF4E-luc2: -0.11

#18 O=C(O)CSC1=NCCN1
  HT1080 EIF4E-luc2: -0.54

#19 CN(C)CCNCCN
  HT1080 EIF4E-luc2: -0.19

#20 CN1CCN(CN2C(=O)C3C4C=CC(C3C2=O)C2C3C(=O)N(CN5CCN(C)CC5)C(=O)C3C42)CC1 (configuration not stated)
  HT1080 EIF4E-luc2: -0.12

#21 O=C(CCN1CCCCC1)N1CCc2c([nH]c3ccccc23)C1c1cccnc1 (configuration not stated)
  HT1080 EIF4E-luc2: -0.29

#22 CCC(N)(C(=O)O)C(C)C (configuration not stated)
  HT1080 EIF4E-luc2: -0.078

#23 O=C(O)c1ccc(CNCc2ccccc2)cc1
  HT1080 EIF4E-luc2: -0.29

#24 O=C(O)c1c(-c2c3ccc(=O)cc-3oc3cc(O)ccc23)cc2ccccc2c1-c1ccccc1
  HT1080 EIF4E-luc2: 0.2

#25 N=C(N)SCc1cccc(-c2nc3ccccc3c(=O)o2)c1
  HT1080 EIF4E-luc2: 0.21

#26 CCC(CS(=O)(=O)O)[N+](=O)[O-] (configuration not stated)
  HT1080 EIF4E-luc2: 0.06

#27 CC(C)C(=O)C(C)(C)CCc1ccccn1
  HT1080 EIF4E-luc2: -0.17

#28 O=c1oc2cc(O)ccc2c2oc3cc(O)ccc3c12
  HT1080 EIF4E-luc2: -0.11

#29 Cc1c(N)nc(C(CC(N)=O)NCC(N)C(N)=O)nc1C(=O)NC(C(=O)NC(C)C(O)C(C)C(=O)NC(C(=O)NCCc1nc(-c2nc(C(=O)NCCCNCCCCN)cs2)cs1)C(C)O)C(OC1OC(CO)C(O)C(O)C1OC1OC(CO)C(O)C(OC(N)=O)C1O)c1cnc[nH]1 (configuration not stated)
  HT1080 EIF4E-luc2: -0.41

#30 CC(C)C(Nc1ncnc2nc[nH]c12)C(=O)O (configuration not stated)
  HT1080 EIF4E-luc2: 0.37

#31 c1ccc(CN2CCC3(CC2)SSC2(CCN(Cc4ccccc4)CC2)SS3)cc1
  HT1080 EIF4E-luc2: -0.1

#32 CC(C)c1ccc2c(c1)CCC1C(C)(CN)CCCC21C (configuration not stated)
  HT1080 EIF4E-luc2: -0.11

#33 O=C(O)CCC(=O)Nc1ccc2ccccc2c1
  HT1080 EIF4E-luc2: -0.33

#34 NC(=O)CS(=O)CC(N)C(=O)O (configuration not stated)
  HT1080 EIF4E-luc2: 0.02

Among those listed so far, five contain a carbonyl joined to an NH by a bond outside any ring:
#9 CC(=O)Nc1ccc2c(c1)/C(=C\c1ccc([N+](C)(C)C)cc1)c1ccccc1-2
  HT1080 EIF4E-luc2: 0.19

#10 CC(C)NC1(C(N)=O)CCN(Cc2ccccc2)CC1
  HT1080 EIF4E-luc2: 0.45

#29 Cc1c(N)nc(C(CC(N)=O)NCC(N)C(N)=O)nc1C(=O)NC(C(=O)NC(C)C(O)C(C)C(=O)NC(C(=O)NCCc1nc(-c2nc(C(=O)NCCCNCCCCN)cs2)cs1)C(C)O)C(OC1OC(CO)C(O)C(O)C1OC1OC(CO)C(O)C(OC(N)=O)C1O)c1cnc[nH]1 (configuration not stated)
  HT1080 EIF4E-luc2: -0.41

#33 O=C(O)CCC(=O)Nc1ccc2ccccc2c1
  HT1080 EIF4E-luc2: -0.33

#34 NC(=O)CS(=O)CC(N)C(=O)O (configuration not stated)
  HT1080 EIF4E-luc2: 0.02

Another view of 4 compounds above.
cpd | HT1080 EIF4E-luc2 | structure
30 | 0.37 | CC(C)C(Nc1ncnc2nc[nH]c12)C(=O)O (configuration not stated)
34 | 0.02 | NC(=O)CS(=O)CC(N)C(=O)O (configuration not stated)
26 | 0.06 | CCC(CS(=O)(=O)O)[N+](=O)[O-] (configuration not stated)
32 | -0.11 | CC(C)c1ccc2c(c1)CCC1C(C)(CN)CCCC21C (configuration not stated)
